FEN1 inhibitor: blocks human flap endonuclease 1 | Potency, µM (titrated, usually from 114 µM), for the others: at the top dose activity change, negative = inhibition, hits mostly inhibitors | Recombinant FEN1 flap cleavage, fluorescence, 15 min | P39748 | AID 588795 | 390,000 compounds, 0.35% hits; further: nearly all actives have a fitted effect of over 65% in size
Target sequence (P39748 whole entry, looked up): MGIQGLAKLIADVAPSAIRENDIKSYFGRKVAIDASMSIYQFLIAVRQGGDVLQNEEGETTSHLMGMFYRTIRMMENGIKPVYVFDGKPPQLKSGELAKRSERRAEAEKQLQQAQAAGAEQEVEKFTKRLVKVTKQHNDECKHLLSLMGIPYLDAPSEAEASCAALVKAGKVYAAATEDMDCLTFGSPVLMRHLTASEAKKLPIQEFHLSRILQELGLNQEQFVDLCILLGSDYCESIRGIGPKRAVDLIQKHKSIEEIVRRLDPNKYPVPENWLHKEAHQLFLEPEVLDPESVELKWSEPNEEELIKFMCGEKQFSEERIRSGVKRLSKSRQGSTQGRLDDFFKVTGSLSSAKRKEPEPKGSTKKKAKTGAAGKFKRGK
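Nuclease activity of 10 nM FEN1 was measured after 15 min of room-temperature exposure to titrated compounds, by adding 50 nM flap substrate and reading plates at 0 and 15 min.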
KAT2A inh: GCN5L2 (KAT2A) acetyltransferase inhibition; Q92830; Potency, µM (highest dose often 58.9 µM), for inactives: top-dose activity change, negative = inhibition, usual class: inhibitors; AID 504327; 390,000 compounds, 0.21% hits; GCN5L2 HAT assay, ThioGlo1 CoA-SH fluorescence
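qHTS, 1536-well. 20nM enzyme, pH 7.5 HEPES/EDTA/Tween-20 buffer; 15 min compound preinc., RT. Start: 75uM H3(1-25), 70uM AcCoA, 50uM ThioGlo1. Read Ex340/Em540 at t=0 (autofluorescence flag) and t=20 min.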
N370S GC mod: inhibitors or activators of N370S glucocerebrosidase for Gaucher disease; N370S GC spleen homogenate, 4MU-glucoside fluorescence; Potency, µM (titrated, usually from 59.4 µM), for the others: top-dose activity change, negative = inhibition, most hits filed as inhibitors; 330,000 compounds, 0.092% hits; AID 2101;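 further: 0% = full enzyme activity and -100% = no enzyme basal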
* marks the source's active call; other numbers are inactive results; ? = inconclusive; . = no result given; & = joins results of further samples; [ ] = dose if it differs, or a comment. The call rests on the fitted dose curve; in most records, active means well fitted curve in the direction sought with a large enough effect; inconclusive means small, poorly fitted or top-dose-only effect, or another doubt; inactive means no such curve, though single readings can be large; an effect the other way counts as inactive or inconclusive. Unless noted, on the % scale 0 is the no-effect control and ±100 the full control effect; potency means the concentration at half of the fitted maximal effect.

Below each SMILES: FEN1 inhibitor | KAT2A inh | N370S GC mod
COc1ccc(C2/C=C\CN(CC3CC3)CC(=O)N2Cc2ccc(F)cc2)cc1 (stereo not drawn)
 : -5% | 24% | -11%
CCN1C(=O)c2ccccc2Sc2ccc(NC(=O)Cc3ccc(OC)cc3)cc21
 : -12% | -2% | .
Cc1ccc(NC(=O)CSc2nc3ccccc3nc2Cc2ccccc2)c(C)c1
 : -7% | 3% | .
O=C(NCc1cccc(C(F)(F)F)c1)c1cc(Cl)cc(Cl)c1
 : -23% | -14% | -5%
N#CCCN(Cc1cccnc1)C(=S)NC(=O)c1ccc(S(=O)(=O)N2CCCC2)cc1
 : 6% | -10% | -1%
COc1ccc(C(=O)NCc2ccccc2OC)cc1
 : 3% | 1% | 21%
CCCCn1nnc(NC(=S)NC(=O)c2ccc(OCC)c([N+](=O)[O-])c2)n1
 : 4% | -4% | -5%
CCN(CC(=O)Nc1ccc(C(C)=O)cc1)CC(=O)Nc1ccccc1C(F)(F)F
 : -1% | -6% | 1%
NS(=O)(=O)c1ccc(N2CCN(CCOc3ccc(Cl)cc3)CC2)nc1
 : -19% | -8% | -14%
Cc1ccccc1S(=O)(=O)NCC1CCCO1 (stereo not drawn)
 : 0% | 3% | -7%
COc1ccc(C2=CSC3=NCCN23)cc1Cl
 : -6% | -3% | -22%
COC(=O)CN1C(=S)N(c2ccc(Cl)cc2)C(=O)C1CC(=O)Nc1ccc(Cl)cc1 (stereo not drawn)
 : -6% | -12% | -12%
Cc1ccc(-c2cc(C(=O)NC3=NCCS3)c3cc(Br)ccc3n2)o1
 : . | ? | -3%
COc1ccc(-n2nnc3c(=O)n(CC(=O)OCc4ccccc4)cnc32)cc1
 : 17% | -1% | 9%
c1ccc(Oc2ccc3ccccc3n2)cc1
 : -3% | -8% | 16%
COCCCN1C(=O)c2ccc(C(=O)N3CCN(c4ccccc4OC)CC3)cc2C1=O
 : -2% | -3% | 8%
Cc1cc(Cl)ccc1Oc1cccc(C(=O)/C(C#N)=C/N(C)C)c1
 : -1% | -3% | 11%
COC(=O)NCc1ccc(S(=O)(=O)N2CCOCC2)cc1
 : -4% | -5% | -6%
O=[N+]([O-])c1cc(S(=O)(=O)Nc2cccc(C(F)(F)F)c2)ccc1-n1nnc2ccccc21
 : -11% | ? | -4%
CNC(=S)Nc1ccc2nc(C)oc2c1
 : 17% | -15% | -8%
CN(Cc1cn(C)nc1-c1cccc(Cl)c1)CC1CCCCO1 (stereo not drawn)
 : 13% | -5% | 6%
COCC(C)N=C1NN=C(c2cc(C)n(Cc3ccccc3Cl)c2C)CS1 (stereo not drawn)
 : 13% | 4% | -29%
CCCCN(C)CCC(=O)Nc1ccc(Cl)cc1
 : -4% | -4% | -3%
COC(=O)COc1ccc(S(=O)(=O)NC2CCCCCC2)cc1
 : -2% | 0% | -16%
COC(=O)Nc1ccc(S(=O)(=O)Nc2ccc(O)cc2)cc1
 : 7% | -5% | -3%
CCOCCOC(=O)CCSc1n[nH]c(=O)[nH]c1=O
 : 0% | 1% | 3%
COc1ccccc1NC(=S)N(CCN1CCCCCC1)Cc1cccs1
 : -7% | -15% | 11%
Cc1nccn1CCCNC(=O)CC1C(=O)NCCN1Cc1ccccc1C(F)(F)F (stereo not drawn)
 : 12% | -5% | 3%
CN(CCOc1ccc(C[C@H](Nc2ccccc2C(=O)c2ccccc2)C(=O)O)cc1)c1ccccn1
 : . | 32µM* | -2%&-12%
CN(C)C1=NC(=O)/C(=C/c2ccc(-c3ccc(S(N)(=O)=O)cc3)o2)S1
 : . | -9% | -9%
CCOP(=O)(c1ccccc1)C1(C#N)CCCC1 (stereo not drawn)
 : 19% | -2% | 5%
CNC(=O)CN1C(=O)C2C3C=CC(C3)C2C1=O (stereo not drawn)
 : -8% | -3% | -1%
CC1(C)Oc2ccc3ccc(=O)oc3c2C(/C=N/O)C1=O (stereo not drawn)
 : -11% | -4% | 5%
CCOC(=O)C1C2C=CC3(CN(Cc4cccs4)C(=O)C13)O2 (stereo not drawn)
 : 1% | -6% | 3%
CCN(CC)S(=O)(=O)c1cc([N+](=O)[O-])ccc1N=Nc1c(O)n(C)c2ccccc12
 : 12% | -3% | -12%
O=Cc1c(Cl)cccc1Cl
 : 20% | -1%&-12% | 0%&-7%
Nc1ccc(C(=O)N/N=C/c2cn(Cc3cccc(F)c3)c3ccccc23)cc1
 : -10% | -17% | -8%
COc1ccc(/C=C2\CCn3c2nc2cc(C(=O)O)ccc2c3=O)cc1
 : -17% | -17% | 5%
CSCC[C@H](NC(=O)Nc1cccc(C(F)(F)F)c1)C(=O)O
 : -12% | -1% | 3%
c1ccc(-c2sc3ccccc3c2-c2ccc(OCCN3CCCC3)cc2)cc1
 : 0% | -12% | .
CC(=O)c1cccc(NS(=O)(=O)c2ccc3[nH]c4c(c3c2)CCCCCC4)c1
 : ? | 2% | .
CC(NCc1ccc2c(c1)n(C)c(=O)n2C)c1ccccc1 (stereo not drawn)
 : -2% | 1% | .
O=C1OC(Oc2ccccc2)(c2ccccc2)c2ccccc21 (stereo not drawn)
 : -10% | -1% | 13%
CC(C)=NNc1nc(-c2ccc(N3C(=O)CCC3=O)cc2)cs1
 : 1% | -25% | 4%
CC(=O)n1cc(/C=C2/N=C(c3ccccc3)OC2=O)c2ccccc21
 : -7% | -4% | 4%
Cc1ccc(CNC(=O)c2ccc3c(c2)c(C)c(C)n3Cc2ccccc2)o1
 : 11% | 0% | .
COc1ccc2[nH]c3c(c2c1)CCN1C(=O)N([C@@H](C)C(=O)NC2CC2)C(=O)[C@]31C
 : 10% | -1% | 0%
COc1ccc(C(=O)Nc2cc(C(C)=O)c(/C=C/N(C)C)oc2=O)cc1
 : 12% | ? | 1%
CCOC(=O)N1CCN(C(=O)CNC(=O)Cc2ccc(Cl)cc2)CC1
 : -3% | -1% | -15%
COC(=O)c1ccc(CN2CCN(CC(C)C)C(CCO)C2)cc1 (stereo not drawn)
 : -7% | -4% | -6%
Cc1cccc(C(=O)OCC(=O)NC(=O)NCc2ccccc2)c1
 : 12% | -4% | .
Cn1cnnc1-c1cccc(NS(=O)(=O)c2ccc(N3CCCC3=O)cc2)c1
 : 10% | 0% | 27%
CCOC(=O)c1ccc(NC(=O)Nc2ncc(Cl)cc2Cl)cc1
 : . | -15% | -2%
CCc1ccc(/C=N/NC(=O)c2cc(-c3ccccc3OC)nc3ccccc23)s1
 : 4% | -13% | 15%
COc1ccc(CN2CCSCC2)c(OC)c1C
 : -1% | -1% | -2%
O=C(OCc1nc2ccccc2s1)c1ccco1
 : 4% | -13% | 16%
N#CCCSc1ccccc1NC(=O)c1ccc(S(=O)(=O)N2CCCC2)cc1
 : . | -7% | -9%
CCOC(=O)CCn1c(=S)n(CCC(=O)OCC)c2ccccc21
 : 10% | -4% | -5%
Cc1ccccc1C(=O)Nc1cccc(C(=O)OCc2cc(=O)n3nc(C4CC4)sc3n2)c1
 : 5% | -2% | .
O=C(CN(Cc1ccccc1)S(=O)(=O)c1ccc2c(c1)OCCO2)N/N=C/c1cccc(Br)c1
 : -11% | -4% | 21%

A stretch taken from the entries so far, for reference:
Below each SMILES: FEN1 inhibitor | KAT2A inh | N370S GC mod
CC(=O)n1cc(/C=C2/N=C(c3ccccc3)OC2=O)c2ccccc21
 : -7% | -4% | 4%
Cc1ccc(CNC(=O)c2ccc3c(c2)c(C)c(C)n3Cc2ccccc2)o1
 : 11% | 0% | .
COc1ccc2[nH]c3c(c2c1)CCN1C(=O)N([C@@H](C)C(=O)NC2CC2)C(=O)[C@]31C
 : 10% | -1% | 0%
COc1ccc(C(=O)Nc2cc(C(C)=O)c(/C=C/N(C)C)oc2=O)cc1
 : 12% | ? | 1%
CCOC(=O)N1CCN(C(=O)CNC(=O)Cc2ccc(Cl)cc2)CC1
 : -3% | -1% | -15%
COC(=O)c1ccc(CN2CCN(CC(C)C)C(CCO)C2)cc1 (stereo not drawn)
 : -7% | -4% | -6%
Cc1cccc(C(=O)OCC(=O)NC(=O)NCc2ccccc2)c1
 : 12% | -4% | .
Cn1cnnc1-c1cccc(NS(=O)(=O)c2ccc(N3CCCC3=O)cc2)c1
 : 10% | 0% | 27%
CCOC(=O)c1ccc(NC(=O)Nc2ncc(Cl)cc2Cl)cc1
 : . | -15% | -2%
CCc1ccc(/C=N/NC(=O)c2cc(-c3ccccc3OC)nc3ccccc23)s1
 : 4% | -13% | 15%
COc1ccc(CN2CCSCC2)c(OC)c1C
 : -1% | -1% | -2%
O=C(OCc1nc2ccccc2s1)c1ccco1
 : 4% | -13% | 16%
N#CCCSc1ccccc1NC(=O)c1ccc(S(=O)(=O)N2CCCC2)cc1
 : . | -7% | -9%

Continued:
Below each SMILES: FEN1 inhibitor | KAT2A inh | N370S GC mod
COc1ccc(C(=O)NCC(c2cccnc2)N2CCN(c3ccccc3F)CC2)cc1OC (stereo not drawn)
 : 2% | 1% | .
CCCN1CCN(c2nc(-c3cccs3)nc3ccccc23)CC1
 : -4% | -6% | -27%
CC(C)c1nnc(NC(=O)c2ccc(N3C(=O)CCC3=O)cc2)s1
 : -3% | 6% | -2%
COc1ccc(C2(C(=O)N3CCOCC3)CCOCC2)cc1OC
 : -2% | -1% | 2%
O=C(CSc1ncn[nH]1)Nc1nsc(-c2ccccc2)n1
 : -2% | 2% | -2%
CC1Cc2ccccc2N1C(=O)CSc1nnc(-c2ccccc2)c(-c2ccccc2)n1 (stereo not drawn)
 : -2% | -8% | 4%
COc1ccccc1CN1C(=O)c2ccccc2C1C(=O)NC1CCC(C)CC1 (stereo not drawn)
 : 9% | -6% | 24%
Cc1ccc(-c2nnc(N3CCN(C(=O)c4cccs4)CC3)c3ccccc23)cc1
 : 10% | -6% | ?
CCOC(=O)c1cccc(NC(=O)C2CCCN(S(=O)(=O)c3c(C)n[nH]c3C)C2)c1 (stereo not drawn)
 : -7% | -3% | 0%
Cc1ccc(NC(=O)CSc2nnc(C)n2-c2ccccc2)cc1
 : 3% | -3% | 4%
CCOC(=O)C1=C(C)N=c2s/c(=C\c3cccc(OCC(=O)O)c3)c(=O)n2C1c1ccccc1OC (stereo not drawn)
 : 49%[activator] | -2% | -6%
CC(=O)Nc1cccc(NC(=O)c2ccc3c(c2)CCN3S(=O)(=O)c2ccccc2)c1
 : 8% | -10% | -13%
COc1ccc(NC(=O)CSC2=Nc3ccccc3C3=NC(Cc4ccccc4)C(=O)N23)cc1 (stereo not drawn)
 : -2% | -11% | .
Cn1c(NC(=O)c2cccnc2)nc2ccccc21
 : -1% | -9% | 3%
COc1cccc(C2CC(c3ccccc3Cl)n3nnnc3N2)c1 (stereo not drawn)
 : -8% | -9% | -4%
Cc1cc(C)n2nc(C(=O)NCCc3ccccc3)nc2n1
 : 0% | 0% | -1%
CCOc1ccc(N(CC(=O)NC2CCCCC2)C(=O)CCCC(=O)Nc2ccccn2)cc1
 : 7% | -5% | -2%
COc1ccc(-c2cc(C(F)(F)F)nc(SCCC(=O)N3CCCC3)n2)cc1
 : -17% | 3% | 1%
Cc1c(CCOC(=O)CC23CC4CC(CC(C)(C4)C2)C3)sc[n+]1Cc1ccc([N+](=O)[O-])cc1
 : 11%&9% | -13% | -18%
Cc1cccc(OCc2nc(-c3cccnc3)no2)c1
 : -8% | -6% | -15%
Cc1ccc(-c2nnc3n2N=C(c2ccccc2Br)CS3)cc1
 : 6% | -7% | 18%
COc1cc(NS(=O)(=O)c2cnc(N)nc2)cc(OC)c1
 : -16% | 9% | .
CCn1c(SCC(=O)Nc2nc(C)cs2)nnc1-c1cccnc1
 : -2% | -10% | -2%
OC(CNCc1ccccc1)COCc1ccc(Cl)cc1 (stereo not drawn)
 : -3% | -1% | 7%
CN(C)CCCNC(=O)c1cc(C(=O)Cc2ccc(Cl)cc2)c[nH]1
 : -5% | 5% | -16%
C=CCn1ccc2c([N+](=O)[O-])cccc2c1=O
 : -1% | -3% | 9%
Cc1ccc(C(=O)Nc2cc3c(cc2N2CCCC2)n(C)c(=O)c(=O)n3C)cc1
 : 5% | -2% | .
CC(CCc1ccccc1)NC(=O)c1cncc(Br)c1 (stereo not drawn)
 : -4% | 3% | 13%
COc1cc(Nc2ccccn2)cc(C(=O)Nc2cccc(C(F)(F)F)c2)c1
 : ? | -13% | -6%
Cc1cnc(CNC(=O)c2ccc3oc(Cc4ccc(Cl)cc4)nc3c2)cn1
 : -17% | -5% | 0%
O=C(NCc1ccccn1)C1(C(F)(F)F)CC(CCCO)CCCO1 (stereo not drawn)
 : -10% | . | -1%
CCN(CC)Cc1cc(O)c(CN(CC)CC)cc1O
 : ? | 1% | -23%
COCCNC(=O)c1cn(Cc2c(F)cccc2Cl)nn1
 : -8% | -20% | 11%
COc1cc(S(=O)(=O)Nc2ccc(C(=O)NCC(=O)O)cc2)ccc1NC(C)=O
 : 4% | -2% | 6%
CCOC(=O)NC(Nc1nnc(C)s1)(C(=O)OCC)C(F)(F)F (stereo not drawn)
 : -3% | 0% | -1%

Bioassay records: PubChem, National Center for Advancing Translational Sciences (NCATS)

Not all compounds are listed. The share of hits here may be higher or lower than overall.
